HCMV antiviral: human cytomegalovirus inhibition | HFF cells, HCMV-luciferase reporter, 72 h; stronger effect = lower value | activity change, negative = inhibition, % at 57.5 µM | actives 4.5% (n = 410,000); in the data active means activity change below about -60%; inconclusive means no clear call, values can overlap the other calls; inactive means above about -39%
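After 16 h attachment at 37C, HFF cells received test compound and HCMV-luciferase (1 PFU/cell); reporter luminescence read 72 h later, data normalized against buffer-only and known inhibitor Salinomycin.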
AmpC detergent: inhibitors of E. coli AmpC beta-lactamase with detergent | AID 485294 | P00811 | AmpC hydrolysis of nitrocefin, absorbance 480 nm, 0.01% Triton | actives 0.041% (n = 370,000) | Potency, µM (top dose mostly 114 µM), without a hit: top-dose activity change, negative = inhibition, usual class: inhibitors;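 further: potency means the concentration at half of the fitted maximal effect; 0% = no-compound wells and -100% = no-enzyme wells; nearly all actives have a fitted effect of over 25% in size; some results filed as inactive show a strong effect at the top dose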
Target sequence (P00811 whole entry, looked up): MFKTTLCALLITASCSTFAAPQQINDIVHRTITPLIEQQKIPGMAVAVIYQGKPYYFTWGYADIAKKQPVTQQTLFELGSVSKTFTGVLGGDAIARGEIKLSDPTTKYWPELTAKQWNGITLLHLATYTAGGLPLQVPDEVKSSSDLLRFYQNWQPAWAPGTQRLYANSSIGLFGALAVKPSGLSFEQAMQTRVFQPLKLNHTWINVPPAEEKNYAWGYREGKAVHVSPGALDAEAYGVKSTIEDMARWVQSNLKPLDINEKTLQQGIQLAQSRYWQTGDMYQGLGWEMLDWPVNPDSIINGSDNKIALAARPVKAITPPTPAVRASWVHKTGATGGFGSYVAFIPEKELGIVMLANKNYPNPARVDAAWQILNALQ
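AmpC (5.3 nM in the dispensed reagent) in 20 mM phosphate pH 7.0 with 0.01% (detergent screen) or 0.0001% Triton X-100 was preincubated with compounds for 15 min at room temperature. Nitrocefin was then added from an 800 uM solution, and hydrolysis was followed at 480 nm.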
FBPA Giardia inh: blocks Giardia fructose-bisphosphate aldolase activity | purified Giardia FBPA | actives 0.71% (n = 290,000) | A8B2U2 | Potency, µM (top dose mostly 59.6 µM), inactives show top-dose activity, negative = inhibition, usual class: inhibitors | AID 2451; further: potency means the concentration at half of the fitted maximal effect; nearly all actives have a fitted effect of over 55% in size
Target sequence (A8B2U2 whole entry, looked up): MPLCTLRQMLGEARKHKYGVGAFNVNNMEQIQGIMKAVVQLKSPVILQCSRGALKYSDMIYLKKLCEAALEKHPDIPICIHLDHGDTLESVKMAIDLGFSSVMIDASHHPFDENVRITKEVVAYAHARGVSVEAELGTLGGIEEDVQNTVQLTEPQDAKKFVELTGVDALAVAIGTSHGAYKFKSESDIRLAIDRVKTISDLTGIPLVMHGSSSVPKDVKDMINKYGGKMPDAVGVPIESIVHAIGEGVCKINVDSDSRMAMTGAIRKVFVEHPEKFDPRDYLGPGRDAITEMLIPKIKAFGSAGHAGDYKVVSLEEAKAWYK
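Giardia FBPA (40 nM reagent) was preincubated 10 min at RT with compound (up to 57.5 uM final), then substrate plus GAPDH/TPI/NAD/arsenate coupling system with diaphorase/resazurin was added; resorufin fluorescence (525/598 nm) was read after 20 min.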
AMA1 RON2 block: disrupts binding of P. falciparum AMA1 to RON2; AlphaScreen AMA1-biotinylated RON2 peptide binding; Potency, µM (series often up to 58.2 µM), for inactives: at the highest dose activity change, negative = inhibition, actives largely listed as inhibitors; AID 720542; actives 0.2% (n = 360,000);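 further: potency means the concentration at half of the fitted maximal effect; 0% = vehicle wells and -100% = peptide control; nearly all actives have a fitted effect of over 45% in size; some results filed as inactive show a strong effect at the top dose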
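AMA1 (3D7) with his tag at 25 nM final met compounds first, then biotinylated RON2 peptide at 25 nM; detection used donor plus acceptor beads, 10 µg/mL apiece, read by AlphaScreen after 30 min at room temperature.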
AmpC inh no detg: blocks E. coli AmpC beta-lactamase in detergent-free assay; P00811; AmpC nitrocefin hydrolysis, absorbance 480 nm, 0.0001% Triton; Potency, µM (series often up to 57.1 µM), without a hit: at the top dose activity change, negative = inhibition, hits mostly inhibitors; actives 0.52% (n = 330,000);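 further: potency means the concentration at half of the fitted maximal effect; plate controls were no compound for no effect and no enzyme for full effect; nearly all actives have a fitted effect of over 20% in size; some results filed as inactive show a strong effect at the top dose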
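AmpC (5.3 nM in the dispensed reagent) in 20 mM phosphate pH 7.0 with 0.01% (detergent screen) or 0.0001% Triton X-100 was preincubated with compounds for 15 min at room temperature. Nitrocefin was then added from an 800 uM solution, and hydrolysis was followed at 480 nm.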
Sm TGR inh: blocks Schistosoma mansoni thioredoxin glutathione reductase | Q962Y6 | purified TGR, DTNB reduction, TNB absorbance 405 nm | Potency, µM (series often up to 114 µM), without a hit: at the top dose activity change, negative = inhibition, usual class: inhibitors | actives 3% (n = 360,000) | AID 485364; further: potency means the concentration at half of the fitted maximal effect; nearly all actives have a fitted effect of over 60% in size
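TGR 20 nM + NADPH 100 uM (dispensed conc.), cpd preinc 15 min RT; start with NADPH (500 uM addition) then DTNB (15 mM addition). Kinetic TNB absorbance, 405 nm filter. Four-parameter Hill fit across titration.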
* hit, by the source's call; ? = inconclusive; . = no result given; & = joins results of further samples; ! = not active in a repeat; [ ] = another dose, or the depositor's remark. Unless noted, the call rests on the fitted dose curve; in most records, active means well fitted curve in the direction sought with a large enough effect; inconclusive means small, poorly fitted or top-dose-only effect, or another doubt; inactive means no such curve, though single readings can be large; an effect the other way counts as inactive or inconclusive. Unless noted, on the % scale 0 is the no-effect control and ±100 the full control effect.

SMILES	HCMV antiviral	AmpC detergent	FBPA Giardia inh	AMA1 RON2 block	AmpC inh no detg	Sm TGR inh
CC(=O)C1=C(O)C(=O)N(CCNCCO)C1c1ccccc1 (stereo unspecified)	26.3	-3.9%	1.6%	2.3%	-17.3%	-6.0%
CCC(C(=O)OCC(=O)NC1CCS(=O)(=O)C1)c1ccccc1 (stereo unspecified)	12.6	-9.3%	.	-12.8%	-1.6%	0.2%
O=C(COc1cccc(C(F)(F)F)c1)Nc1ccccc1N1CCCCC1	-18.4	-20.4%	.	13.2%	-16.2%	-5.0%
COc1ccc(-c2c(C#N)c(SCC(=O)Nc3ccccc3C)nc(C)c2C(=O)Nc2ccc(Cl)cc2)cc1	8.3	7.5%	.	.	.	5.2%
COC(=O)c1cc(S(=O)(=O)Nc2nn(C)c3cccc(F)c23)oc1C	-3.4	-11.4%	2.0%	-17.1%	-3.5%	20.1%
O=C(COc1ccc(Cl)cc1)NNC(=O)c1cccnc1	11.4	-1.6%	-0.4%	79.1%[activator]	-12.7%	.
COc1ccc(CN2CCNC(=O)C2CC(=O)NCc2ccc(C)s2)c(OC)c1 (stereo unspecified)	?	5.8%	-15.6%	11.6%	46.2%	31.6µM*
CC(=O)c1cccc(N(CC(=O)Nc2ccc(F)cc2F)S(C)(=O)=O)c1	70.5	0.6%	9.6%	32.1%[activator]	.	-21.4%
CCOC(=O)c1cnc2ccc(C)cc2c1NCCN1CCOCC1	37.0	1.1%	2.5%	-6.2%	-1.7%	?
COc1ccc(NC(=O)c2ccccc2O)c(OC)c1	128.2	4.2%	-12.5%	-3.5%	-31.5%	-3.6%
CCOC(=O)N1CCN(S(=O)(=O)c2cccs2)CC1	33.9	-12.9%	5.8%	32.6%	-16.4%	-6.4%
CC(C)c1ccc(CCNC(=O)c2cccc(S(=O)(=O)N3CCN(C)CC3)c2)cc1	-20.8	-3.9%	.	-5.3%	158.5%[activator]	-8.3%
Cc1ccc(CNC(=O)CCNC(=O)c2ccc([N+](=O)[O-])cc2)cc1	13.2	.	.	2.2%	-18.2%	.
CCc1cccc2c(C(=O)CSc3nnc(C4CC4)o3)c[nH]c12	-6.2	4.8%	.	-0.7%	-0.2%	-3.5%
O=C(Cn1c(SCc2ccccc2F)nc2cccnc21)Nc1ccc(F)c(Cl)c1	15.4	-5.4%	.	.	.	-2.5%
CCOc1ccc(NC(=O)CSc2oc(-c3ccco3)nc2S(=O)(=O)c2ccc(Cl)cc2)cc1	9.4	14.7%	.	.	.	?
CCC(C(=O)O)n1c2ccccc2c2cn[nH]c(=O)c21 (stereo unspecified)	78.5	0.0%	-6.2%	6.9%	-10.5%	-10.8%
Cc1ccc(-c2ccc(C(=O)NCCCNC(=O)c3cnccn3)o2)cc1Cl	54.4	-9.8%	3.7%	10.4%	78.5%[activator]	31.6µM*
O=C(O)C1CCN(c2nc(-c3ccccc3)nc3c2oc2ccccc23)CC1	-6.2	7.7%	28.4%	5.5%	-18.3%	7.7%
CS(=O)(=O)Nc1ccc(C(=O)Nc2ccc3c(c2)OCCO3)cc1	.	?	-2.1%	25.7%	-24.0%	-13.2%
O=C1C2CCN(CC2)C1Cc1ccc(OCc2ccccc2)cc1 (stereo unspecified)	-21.4	-6.4%	-4.3%	-5.7%	28.4%	13.0%
COc1ccc2c(c1)OC(O)(C(F)(F)C(F)F)CC2=O (stereo unspecified)	-18.5	-0.4%	5.3%	8.0%	-20.8%	-2.9%
COc1ccc(CCNC(=O)C(C)SCC(=O)Nc2ccc(F)cc2)cc1 (stereo unspecified)	-28.3	.	.	1.1%	2.4%	.
CCOC(=O)CSc1c(-c2cccs2)[nH]c2ccccc12	-14.8	?	-13.4%	-25.0%	-28.6%	0.0%
Cc1cccc(OCC(=O)Nc2ccncc2)c1C	-83.5*	-6.1%	10.6%	9.9%	-10.5%	67.6%[activator]
N#C/C(=N\Nc1cccc(F)c1)C(=O)C1CC1	3.6	1.0%	-4.0%	-2.6%	-22.9%	0.8%
COc1ccc(CNC(=O)C(=O)NCC(c2cccnc2)N2CCN(c3ccccc3F)CC2)cc1 (stereo unspecified)	-69.6*	20.6%	.	.	.	7.7%
CCOCCCNS(=O)(=O)c1ccc(NC(=O)CN2C(=O)c3ccccc3C2=O)cc1	15.4	-3.0%	7.7%	-10.4%	-13.6%	13.1%
COC1CCCN(Cc2c(C(=O)N3CCc4ccccc4C3)nc3ccc(Cl)cn23)C1 (stereo unspecified)	-37.3	-6.8%	-1.9%	12.9%	64.7%[activator]	?
Cc1cc([N+](=O)[O-])nn1CCCC(=O)O	-27.3	-0.7%	1.8%	-2.6%	-9.4%	0.1%
CN1C(=O)c2ccccc2Sc2ccc(NC(=O)N3CCN(c4ccc(F)cc4)CC3)cc21	-97.5*	26.2%	.	.	.	-20.8%
CNC(=O)c1cc(NC(=O)CCn2nc(-c3ccc(C)cc3)c3ccccc3c2=O)ccc1OC	27.6	1.7%	2.4%	-4.4%	20.0%	2.8%
CCOc1ccc(-n2nnnc2SCC(=O)Nc2ccc(NC(C)=O)cc2)cc1	15.5	-10.2%	4.8%	-1.5%	1.2%	6.1%
CCCC(=O)Nc1ccc(-c2csc(N/N=C\c3ccncc3)n2)cc1	?	-8.4%	0.1%	67.7%[activator]	13.3%	17.8µM*
O=C(NCCS(=O)(=O)N1CCN(c2ccc(F)cc2)CC1)C1CC(=O)N(c2ccc(F)cc2)C1 (stereo unspecified)	-20.1	10.8%	.	.	.	46.3%[activator]
CN(C)S(=O)(=O)c1ccc(C(=O)NCCS(=O)(=O)N2CCN(c3ccc(F)cc3)CC2)cc1	-38.0	?	-6.0%	6.6%	-13.6%	7.1%
FC(F)(F)c1cc(-c2ccco2)nc(N2CCN(Cc3ccccc3)CC2)n1	-15.8	8.9%	-1.2%	-5.4%	12.4%	?
Cc1ccc2nc3ccc(N4CCCC4)nn3c(=O)c2c1	105.3	3.3%	-1.1%	1.5%	-2.1%	-12.0%
Cc1ccc(CONC(=O)c2ccccc2Cl)cc1	-20.7	4.4%	.	0.4%	-15.6%	3.9%
COC(=O)c1cccc(Nc2nc3ccccc3nc2C)c1	3.8	0.3%	1.5%	24.8%	60.6%[activator]	0.0%
C=CCn1c(SCc2cc([N+](=O)[O-])cc3c2OCOC3)nc2cc(C(=O)O)ccc2c1=O	?	5.3%	?	-10.3%	-31.4%	-4.8%
COc1ccccc1C(=O)NCC(=O)NCC1(N2CCCCC2)CCCCC1	5.1	0.0%	.	-14.1%	-7.2%	-8.9%
Cc1cc(C)cc(OCCCn2c(-c3ccc(Cl)cc3)nc3ccccc3c2=O)c1	19.5	2.6%	.	.	.	-5.3%
Cc1cccc(NC(=S)N2CCC(C(N)=O)(N3CCCCC3)CC2)c1C	-10.9	7.9%	3.1%	4.1%	-18.7%	3.4%
CSc1ccc2c(c1)C(N1CCN(C)CC1)Cc1ccccc1S2 (stereo unspecified)	-75.2*!	-9.4%	-6.9%&2.1%&-0.5%	?	209.8%[activator]	38.7%
Cn1nnnc1SCC(=O)Nc1nc2c(s1)CCCC2	106.9	?	-7.9%	-8.4%	-16.4%	-10.5%
CC1SC(=S)N(c2ccc(N(C)C)cc2)C1=O (stereo unspecified)	-71.4*	-2.9%	-5.1%	19.4%	-1.8%	-22.7%
CCOc1ccc(N=c2oc3cc(O)ccc3cc2C(=O)NCC2CCCO2)cc1 (stereo unspecified)	-21.3	3.7%	1.7%	0.0%	-10.7%	-7.2%
COc1ccc(-c2cc(=O)oc3c(C)c(OC(=O)c4cccs4)ccc23)cc1	-25.5	-18.0%	2.4%	9.1%	-12.8%	-4.0%
Nc1nonc1-c1nc2ccccc2n1CC(=O)Nc1ccccc1	18.6	-6.2%	1.9%	-26.9%	-19.9%	-1.5%
O=C(Nc1ccccc1[N+](=O)[O-])c1cccnc1Cl	-26.0	?	0.7%	-0.3%	-17.7%	-0.3%
Cc1ccc(S(=O)(=O)N(C)C)cc1NC(=O)[C@H](Cc1ccccc1)N1C(=O)c2ccccc2C1=O	-1.1	-13.0%	0.7%	-5.8%	-18.4%	2.5%
O=C(/C=C/c1cccs1)NNC(=O)c1ccccc1	103.8	3.5%	.	76.7%[activator]	-26.5%	6.5%
O=C(OCC(=O)N1CCCC1)c1c(Cl)ccc(Cl)c1Cl	10.6	-9.8%	-7.4%	-6.7%	-2.6%	-2.7%
CC(C)CC(=O)NC(=S)N1CCCCCC1	-4.2	?	5.0%	25.0%	-15.8%	-14.7%
O=C(CSc1ccc(Cl)cc1)OCc1nnc(-c2ccccc2)o1	-2.5	1.2%	-3.6%	21.8%	-16.5%	-9.1%
COc1ccccc1CNC(=O)Cn1cccc1C(=O)c1ccccc1	-24.6	?	-2.3%	2.0%	-2.1%	0.8%
CCN1CCN(C(=O)c2cc3c(=O)n4ccccc4nc3n2Cc2ccccc2)CC1	.	?	-4.1%	.	-12.6%	?
CC(C)(C)OC(=O)N[C@@H](/C=C/c1ccccc1)C(=O)OC(C)(C)C	-8.2	-9.7%	.	2.7%	3.6%	-27.0%
N#Cc1c(C(F)(F)F)cc(-c2cccs2)nc1SCC(=O)Nc1ccc(Cl)cc1	-91.6*	1.9%	.	.	.	-0.7%

Remaining list, next part.
SMILES	HCMV antiviral	AmpC detergent	FBPA Giardia inh	AMA1 RON2 block	AmpC inh no detg	Sm TGR inh
CNc1nnc(CSc2nc3ccccc3s2)s1	51.0	-3.3%	-2.8%	-4.5%	-22.0%	6.6%
Cc1ccc2cccc(OCC(=O)Nc3cccc(S(=O)(=O)N4CCCC4)c3)c2n1	-17.6	-1.2%	.	-17.4%	-15.9%	-7.1%
Cc1ccc(NC(=O)c2c(O)c3ccccc3n(C)c2=O)nc1	128.4	-10.1%	12.5%	1.9%	-1.9%	1.5%
COC(=O)c1ccc(Oc2ccc3nnc(C)n3n2)cc1	-27.3	-13.2%	6.2%	-6.7%	-7.5%	-3.1%
Cc1cccc(NC(=O)CCNC(=O)c2ccco2)c1C	-38.8	1.6%	0.4%	-3.9%	-14.6%	-0.7%
O=C(c1ccc(NC(=S)Nc2ccc(Cl)c(Cl)c2)cc1)N1CCCC1	-62.4*	?	-24.0%	49.8%[activator]	-51.9%	?
CCOc1ccc(NC(=O)c2ccc(S(=O)(=O)N3CCOCC3)cc2)cc1	10.3	-8.2%	-2.7%	13.9%	23.0%	-8.3%
COc1ccc(C(=O)N2CCC(c3ccccc3)CC2)c(OC)c1OC	60.3	-2.7%	4.1%	8.5%	89.3%[activator]	2.1%

Copied from the list:
In AmpC detergent, CCOc1ccc(NC(=O)c2ccc(S(=O)(=O)N3CCOCC3)cc2)cc1 shows -8.2%
In HCMV antiviral, COC(=O)c1cccc(Nc2nc3ccccc3nc2C)c1 shows 3.8
In AMA1 RON2 block, CN(C)S(=O)(=O)c1ccc(C(=O)NCCS(=O)(=O)N2CCN(c3ccc(F)cc3)CC2)cc1 shows 6.6%
